# Screening results from PubChem BioAssay.
# Bcl-2 Bim block: inhibitors of Bim-Bcl-2 binding, primary screen, biochemical, multiplexed, human Bcl-2 family; Apoptosis regulator Bcl-2 (Homo sapiens), P10415; Bead-based flow cytometry, Bim peptide-Bcl-2 binding; inhibition, % at 10 µM; 190,000 tested, 0.06% active; in the data active = inhibition above about 40%; inconclusive = no clear call, values can overlap the other calls;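 note: 0% = no compound wells with probe peptide and 100% = reference peptide inhibitor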
# Target sequence (P10415 whole entry, looked up): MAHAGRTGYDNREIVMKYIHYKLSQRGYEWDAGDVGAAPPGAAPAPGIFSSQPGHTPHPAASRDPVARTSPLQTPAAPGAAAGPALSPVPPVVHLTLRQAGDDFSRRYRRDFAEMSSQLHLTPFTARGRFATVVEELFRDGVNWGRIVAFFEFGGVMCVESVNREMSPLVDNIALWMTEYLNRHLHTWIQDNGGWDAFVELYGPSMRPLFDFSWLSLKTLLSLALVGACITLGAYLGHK
# Cdc42 wt GTP: modulators of GTP binding to wildtype Cdc42, primary screen, biochemical, multiplex bead flow cytometry, Bodipy-GTP; GST-Cdc42 beads; actives lie on both sides; percent activity (GTP binding), % at 10 µM; 190,000 tested, 0.2% active; AID 761, 2007;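 active = percent activity GTP binding at least 20 points away from the 100% baseline, either down as inhibitor or up as activator; inconclusive = compound flagged as likely green fluorescent from well-wide comparison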;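 note: median bead fluorescence of bound Bodipy-FL-GTP at 100 nM; 0% = excess unlabeled GTP control and 100% = no compound control; below 100% means less GTP binding so inhibitor and above means activator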
# Rac1 wt modul: wildtype Rac1 GTP binding modulators, primary screen, biochemical, GST-Rac1 beads, flow cytometry, multiplex | GTP binding activity (% of control), % at 10 µM | 190,000 tested, 0.27% active | AID 757, 2007 | fluorescent GTP binding; actives lie on both sides; 0 = cold GTP competed, 100 = untreated | Ras-related C3 botulinum toxin substrate 1 (Homo sapiens), P63000;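 active = GTP binding activity at least 20 points away from the 100% control level, either lower or higher; inconclusive = compound flagged as likely green fluorescent, judged across all proteins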
# HRas wt GTP: modulators of GTP binding to HRas wildtype, primary screen, biochemical, bead-based flow cytometry, multiplex; GST-Ras wt beads, Bodipy-FL-GTP binding; actives lie on both sides; GTP binding activity, % at 10 µM; 190,000 tested, 0.14% active;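 active = GTP binding activity at least 20% away from the 100% baseline, either lowered as inhibitor or raised as activator; inconclusive = flagged as likely green fluorescent, judged across all proteins in the well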;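 note: 0% = unlabeled GTP competition control and 100% = no-compound control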
# Target sequence (P01112 whole entry, looked up): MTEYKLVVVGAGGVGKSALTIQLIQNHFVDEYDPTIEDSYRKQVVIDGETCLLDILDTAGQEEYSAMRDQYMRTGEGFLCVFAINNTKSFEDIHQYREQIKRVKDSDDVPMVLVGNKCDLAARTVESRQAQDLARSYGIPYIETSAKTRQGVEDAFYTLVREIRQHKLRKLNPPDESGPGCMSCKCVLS
# Bfl-1 Bim block: inhibitors of Bim binding to Bfl-1, primary screen, biochemical, multiplexed, bead-based flow cytometry. AID 1008, 2008. Bcl-2-related protein A1 (Homo sapiens), Q16548. Bim-Bfl-1 binding inhibition. 190,000 tested, 0.12% active. inhibition, % at 10 µM;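 note: 0% = wells without compound plus tracer and 100% = blocker peptide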
# Bim-Bcl-W: inhibitors of Bim binding to Bcl-W, primary screen, biochemical, multiplexed, bead-based flow cytometry. inhibition, % at 10 µM. AID 952, 2007. 190,000 tested, 0.02% active. Bcl-2-like protein 2 (Homo sapiens), Q92843. Bim peptide-Bcl-W binding;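 note: 0% = bound tracer without compound and 100% = peptide blocker; higher means less fluorescent Bim peptide bound to Bcl-W beads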
# Target sequence (Q92843 whole entry, looked up): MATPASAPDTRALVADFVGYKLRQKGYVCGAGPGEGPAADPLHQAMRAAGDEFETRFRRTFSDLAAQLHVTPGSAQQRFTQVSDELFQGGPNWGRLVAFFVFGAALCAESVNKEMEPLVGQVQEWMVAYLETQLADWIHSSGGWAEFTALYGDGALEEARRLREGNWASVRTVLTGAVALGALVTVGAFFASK
# Bim-Bcl-B: inhibitors of Bim-Bcl-B binding, primary screen, biochemical, multiplexed, human Bcl-2 family; inhibition, % at 10 µM; Bcl-2-like protein 10 (Homo sapiens), Q9HD36; 190,000 tested, 0.073% active; bead-based flow cytometry, Bim peptide-Bcl-B binding;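 note: 0% = tracer peptide without compound and 100% = reference inhibitor peptide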
# Rac1 act GTP bind: GTP binding modulators of activated mutant Rac1, primary screen, biochemical, bead-based flow cytometry, multiplex, fluorescent GTP. GST-Rac1 activated beads; actives lie on both sides; 100% means binding = to untreated wells. percent activity (GTP binding), % at 10 µM. 190,000 tested, 0.11% active;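 active = GTP binding at least 20 percentage points away from the 100% baseline, in either direction, so actives lie on both sides; inconclusive = Compound likely fluorescent itself, or too few beads counted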
# Rab7 wt modul: modulators of GTP binding to Rab7, primary screen, biochemical, wildtype, multiplex bead flow cytometry. Rab7 GTPase wild type (dog), Bodipy-FL-GTP binding. GST-Rab7 beads, fluorescent GTP binding; actives lie on both sides; untreated = 100%, excess cold GTP = 0%. GTP binding activity (percent of control), % at 10 µM. 190,000 tested, 0.055% active;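 active = fluorescent GTP binding to Rab7 beads changed by at least 20 points from the 100% baseline, either direction, mostly lower; inconclusive = compound itself probably fluorescent, or too few beads counted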;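 note: median green fluorescence of bound Bodipy-FL-GTP per Rab7 bead population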
# Rab2 wt GTP: modulators of GTP binding to Rab2A wildtype, primary screen, biochemical, dog, bead-based flow cytometry, multiplex | GST-Rab2 wt beads, Bodipy-GTP binding | GTP binding activity, % at 10 µM | 190,000 tested, 0.19% active | AID 760, 2007;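 active = GTP binding activity at least 20 points away from 100%, either lowered or raised; inconclusive = signal likely due to the compound's own green fluorescence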;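 note: 0% = beads with excess unlabeled GTP and 100% = no-compound control corrected for plate trend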
# Bim-Bcl-XL: inhibitors of Bim-Bcl-XL binding, primary screen, biochemical, multiplexed, bead flow cytometry, human Bcl-XL. 190,000 tested, 0.04% active. inhibition, % at 10 µM. Bim peptide-Bcl-XL binding, fluorescence. Bcl-2-like protein 1 (Homo sapiens), Q07817. AID 1007, 2008
# Target sequence (Q07817 whole entry, looked up): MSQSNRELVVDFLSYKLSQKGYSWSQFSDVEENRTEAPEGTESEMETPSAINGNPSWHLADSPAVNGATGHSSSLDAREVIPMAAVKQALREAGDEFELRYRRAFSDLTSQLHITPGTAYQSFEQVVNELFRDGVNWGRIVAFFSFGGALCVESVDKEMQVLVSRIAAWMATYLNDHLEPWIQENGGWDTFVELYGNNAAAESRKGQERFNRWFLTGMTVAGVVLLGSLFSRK
# The depositor's hits bear a star; ? = inconclusive. Cut-off read from the data, not from the text of the source, unless noted: active = inhibition above about 40%.
# Start of the listing, in advance (5 entries):
SMILES,Bcl-2 Bim block,Cdc42 wt GTP,Rac1 wt modul,HRas wt GTP,Bfl-1 Bim block,Bim-Bcl-W,Bim-Bcl-B,Rac1 act GTP bind,Rab7 wt modul,Rab2 wt GTP,Bim-Bcl-XL
O=C(Nc1cccc2ncccc12)C(Cl)(Cl)Cl,-2,109,108,107,-2,-3,-4,104,103,107,-3
CCOC(=O)N1CCN(C(=S)Nc2cccc(C)c2C)CC1,-4,?,?,?,0,-8,-7,?,?,?,-4
Cc1ccccc1Nc1n[nH]c(C)c1[N+](=O)[O-],-8,98,99,97,-13,-5,-8,100,98,99,-4
O=C(Nc1ccccc1F)C1CC1c1ccccc1 (stereo not given),-1,97,99,101,-2,0,-3,100,96,100,-3
CC(C)(C)c1nnc2sc(SCC(=O)c3ccc4c(c3)OCCO4)nn2c1=O,-9,94,97,96,-6,-5,-18,93,97,93,-4

# The whole of this part, previewed entries included:
SMILES,Bcl-2 Bim block,Cdc42 wt GTP,Rac1 wt modul,HRas wt GTP,Bfl-1 Bim block,Bim-Bcl-W,Bim-Bcl-B,Rac1 act GTP bind,Rab7 wt modul,Rab2 wt GTP,Bim-Bcl-XL
O=C(Nc1cccc2ncccc12)C(Cl)(Cl)Cl,-2,109,108,107,-2,-3,-4,104,103,107,-3
CCOC(=O)N1CCN(C(=S)Nc2cccc(C)c2C)CC1,-4,?,?,?,0,-8,-7,?,?,?,-4
Cc1ccccc1Nc1n[nH]c(C)c1[N+](=O)[O-],-8,98,99,97,-13,-5,-8,100,98,99,-4
O=C(Nc1ccccc1F)C1CC1c1ccccc1 (stereo not given),-1,97,99,101,-2,0,-3,100,96,100,-3
CC(C)(C)c1nnc2sc(SCC(=O)c3ccc4c(c3)OCCO4)nn2c1=O,-9,94,97,96,-6,-5,-18,93,97,93,-4
CCCc1nnc(NC(=O)CN2C(=O)c3ccccc3S2(=O)=O)s1,-10,102,102,100,-1,-2,-23,99,101,101,-9
COC(=O)C1=C(C)N=C2SCCC(=O)N2C1c1ccc(OC(=O)c2ccco2)cc1 (stereo not given),4,98,101,100,5,-1,-2,96,100,100,-4
COc1ccc(-c2ccccc2)cc1NCc1ccc(OC)c(OC)c1,-5,106,105,101,-2,-4,-6,100,98,100,-8
CCOC(=O)N1CCN(c2cc(NCCO)c([N+](=O)[O-])c3nonc23)CC1,6,93,91,93,0,7,-1,95,96,96,0
CC(O)CNCc1ccccc1C(F)(F)F (stereo not given),-3,97,97,97,-8,-1,-3,96,105,97,-6
O=C(CC(Nc1ccc(F)cc1)C(=O)O)c1ccccc1 (stereo not given),-12,102,107,105,-20,-7,-9,99,101,103,-12
O=C(CSc1nc2ccccc2o1)N/N=C/c1ccccc1,-7,102,101,100,-9,-2,-9,99,97,99,-6
C/C(CC(=O)NCc1ccccc1)=N\NC(=O)c1cnccn1,-5,99,103,99,-8,-7,-9,102,100,98,-5
CCS(=O)(=O)n1nc(NCc2cccc(OC)c2)nc1NCc1cccc(OC)c1,-5,105,108,103,-13,0,-8,100,102,100,-5
NC(=O)c1ccc(Nc2nnc(-c3ccc(O)cc3)c3ccccc23)cc1,-2,90,96,93,-5,0,-8,95,99,92,0
CN(C)S(=O)(=O)c1ccc(NCC2COc3ccccc3O2)c([N+](=O)[O-])c1 (stereo not given),-12,100,107,100,-16,-7,-8,101,99,99,-11
COc1ccc(N2C(=O)CC(N3CCN(c4nc5ccccc5s4)CC3)C2=O)cc1 (stereo not given),-6,96,102,100,-14,-3,-7,98,105,98,-11
Cc1nnc(SCC(=O)NCc2ccccc2)s1,-3,100,103,99,-9,6,-2,97,98,100,3
Cc1ccccc1C(=O)Nn1c(C)ccc1C,-2,99,105,103,-3,0,-1,99,105,101,1
O=C(Cc1ccc(-n2cnnn2)cc1)NC12CC3CC(CC(C3)C1)C2,14,102,105,101,18,5,11,100,99,100,11

# Compound profiles, from the list above.
# CCOC(=O)N1CCN(C(=S)Nc2cccc(C)c2C)CC1 reads Bcl-2 Bim block: -4; Cdc42 wt GTP: ?; Rac1 wt modul: ?; HRas wt GTP: ?; Bfl-1 Bim block: 0; Bim-Bcl-W: -8; Bim-Bcl-B: -7; Rac1 act GTP bind: ?; Rab7 wt modul: ?; Rab2 wt GTP: ?; Bim-Bcl-XL: -4
# O=C(CC(Nc1ccc(F)cc1)C(=O)O)c1ccccc1 (stereo not given) reads Bcl-2 Bim block: -12; Cdc42 wt GTP: 102; Rac1 wt modul: 107; HRas wt GTP: 105; Bfl-1 Bim block: -20; Bim-Bcl-W: -7; Bim-Bcl-B: -9; Rac1 act GTP bind: 99; Rab7 wt modul: 101; Rab2 wt GTP: 103; Bim-Bcl-XL: -12

# Following part
SMILES,Bcl-2 Bim block,Cdc42 wt GTP,Rac1 wt modul,HRas wt GTP,Bfl-1 Bim block,Bim-Bcl-W,Bim-Bcl-B,Rac1 act GTP bind,Rab7 wt modul,Rab2 wt GTP,Bim-Bcl-XL
COc1ccc(C(=O)NC(=S)N(Cc2ccccc2)Cc2ccccc2)cc1,0,93,94,94,5,0,-4,93,89,95,-4
Cc1cc(/C=N/n2cnnc2)c(C)n1-c1ccc(C(=O)O)cc1,-9,102,102,103,-11,-2,-6,99,102,103,-5
O=C(CN1CCOCC1)N(c1ccccc1)c1ccc2ccccc2c1,-5,102,101,100,-11,3,-6,97,98,98,-6
CCOc1ccc(NC(=O)CCSc2nnc(C)s2)cc1,0,98,96,97,0,1,0,97,98,97,0
CCc1nc(SCC(=O)NCc2ccc(F)cc2)c2c(=O)n(C)c(=O)n(C)c2n1,-5,105,107,103,-10,1,-5,100,104,103,-2
COCCNC(=O)c1cc(OC)c(OC)cc1[N+](=O)[O-],0,95,104,98,-5,-3,-3,94,110,102,0
CCOCCCNC(=O)C(NC(=O)c1ccc2c(c1)OCO2)c1ccccc1 (stereo not given),-4,95,95,97,1,-1,-4,96,93,95,0
C=CCNC(=S)Nc1cc(Cl)ccc1OC,0,99,109,100,0,0,-2,104,98,98,0
Cn1nnc2sc3c(c2c1=O)CCCC3,-1,97,100,99,0,-1,-5,97,98,100,-1
CC(=O)c1c(C)[nH]c(C(=O)CSc2nnc(-c3ccc(Cl)cc3)n2CC2CCCO2)c1C (stereo not given),0,95,93,98,4,-3,-9,97,98,95,-5
CC1=CC2=NC(=O)CC(C)(C(=O)N(CC(=O)NC(C)(C)C)C3CCCC3)N2C=C1 (stereo not given),-5,98,100,97,-15,-4,-5,98,96,95,-7
Cc1nc(NC(=O)CSc2nnnn2Cc2ccccc2)sc1C,-9,100,100,99,1,-2,-2,99,98,98,0
O=C(Cn1c(C(F)(F)F)nc2ccccc21)N=Nc1c(O)[nH]c2ccc(Br)cc12,-1,93,91,96,-2,1,-3,94,103,94,0
Cc1ccc(S(=O)(=O)Oc2ccc(/C=C(/NC(=O)c3ccccc3)C(=O)NC(C)C(=O)O)cc2)cc1 (stereo not given),-4,96,98,98,-7,-2,-4,95,104,99,-4
COC(=O)c1sccc1-c1ccc(/C=N/OC(=O)c2ccccc2)o1,-1,101,101,102,0,0,-1,98,99,99,0
Cc1nn(-c2ccccc2)c(=O)c2ccccc12,-3,98,99,101,-10,0,-7,96,104,100,-2
COc1ccc(/C=C/C(=O)NCCCc2ccccc2)cc1,-2,102,102,97,0,-3,-5,100,98,96,-2
CCOC(=O)Cc1cc(-c2ccc(O)cc2)nc2ccc3ccccc3c12,19,94,97,94,29,10,15,93,98,96,24
CC(C)(C)c1ccc(OCC(=O)NNC(=O)C2CCCO2)cc1 (stereo not given),-2,98,100,98,1,-2,0,95,93,95,-1
CCOC(=O)c1cnc(SC2CC(=O)N(c3ccc(OC)c(OC)c3)C2=O)nc1N (stereo not given),-7,104,106,101,-8,4,-8,102,98,101,-20
Cc1ccc2cccc(SCC(=O)NCc3ccco3)c2n1,-10,103,102,100,-15,1,-7,100,99,101,-8
O=C(Nc1nc2ccccc2[nH]1)c1ccc(Cl)c(S(=O)(=O)N2CCCC2)c1,-6,?,?,?,-9,5,0,?,?,?,-5
O=C(Nc1sc2c(c1CN1CCOCC1)CCC2)c1ccc(F)cc1,2,103,111,105,3,-2,-2,102,103,104,-4
O=C(N/N=C/c1cn(-c2ccccc2)nc1-c1cc2ccccc2o1)c1cccnc1,-11,102,102,97,-19,-2,-7,98,98,96,-2
Cc1cc(C)n(CCCNC(=O)c2ccc(S(=O)(=O)NCc3ccco3)cc2)n1,-7,?,?,?,-12,3,-7,?,?,?,-5
CCCNCc1cc(OC)c(OCC(=O)NCCc2ccccc2)cc1Br,3,101,103,100,2,1,4,100,98,95,1
Cc1ccc(C(C)C)c(OCC(=O)NNC(=O)C(C(C)C)N2C(=O)c3ccccc3C2=O)c1 (stereo not given),-11,98,99,98,-12,-6,-8,101,95,97,-8
O=C(CNC(=O)c1ccc(Br)o1)Nc1cccc(-c2cnc3ccccc3n2)c1,2,98,95,98,-1,-4,-2,95,100,97,-2

# Part of the list above, reduced to Cdc42 wt GTP and Bim-Bcl-XL:
Molecule | Cdc42 wt GTP | Bim-Bcl-XL
Cc1ccc(C(C)C)c(OCC(=O)NNC(=O)C(C(C)C)N2C(=O)c3ccccc3C2=O)c1 (stereo not given) | 98 | -8
O=C(N/N=C/c1cn(-c2ccccc2)nc1-c1cc2ccccc2o1)c1cccnc1 | 102 | -2
